Screens (PubChem BioAssay)
MEKK3 PB1 HTS = modulators (inhibitors or enhancers) of MEK5 binding to human MEKK3 PB1 domain. Q99759. bead-based flow cytometry, Alexa488-MEK5 binding to MEKK3; actives lie on both sides; 0 = blocked by unlabeled MEK5, 100 = vehicle. binding response (% of control), % at 10 µM. hit rate 1.4% among 290,000. AID 1529;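 active = binding response more than 3 SD above or below the average of its plate-row segment, actives on both sides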;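 also: Alexa488 bead fluorescence after subtracting the streptavidin-only scavenger bead signal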
IMP-1 inhibitor = blocks Pseudomonas aeruginosa IMP-1 metallo-beta-lactamase. hit rate 0.45% among 290,000. inhibition, % at 5.6 µM. AID 1556. purified IMP-1, nitrocefin hydrolysis, epi-absorbance fluorescence;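 active = inhibition above the mean plus 3 SD of all compounds in the same screening run, cut at about 4.5% in these data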;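 also: 0% = IMP-1 with DMSO and 100% = DMSO wells lacking enzyme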
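System: Purified IMP-1 | Read-out basis: Percent enzyme inhibition | Controls: IMP-1 with DMSO as 0%, enzyme-free DMSO as 100% | Replicates: One well per compound | Doses: 5.6 µM nominal single concentration | Detection: Epi-absorbance fluorescence, 480 nm excitation, 530 nm emission | Incubation: 25 °C, 15 min preincubation, 25 min reaction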
SUMO HTRF inh = inhibitors of human SUMOylation (UBC9); inhibition, % at 35 µM; P63279; HTRF SUMOylation assay, SAE1/SAE2 + UBC9, in vitro; AID 2006; hit rate 0.36% among 290,000; in the data active = inhibition above about 50%, passing the limit was not always enough; also: strong numbers were not always called active
IDE cell activ = IDE (human) activation, cell-based. P14735. HEK cells, FAbeta-B cleavage, fluorescence polarization; 0% vehicle, 100% cell-free pure enzyme wells. activation, % at 5.96 µM. hit rate 0.073% among 340,000;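 active = activation above the mean of all tested compounds plus 3 SD, set per screening campaign, cut at about 17% in these data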
Target sequence (P14735 whole entry, looked up): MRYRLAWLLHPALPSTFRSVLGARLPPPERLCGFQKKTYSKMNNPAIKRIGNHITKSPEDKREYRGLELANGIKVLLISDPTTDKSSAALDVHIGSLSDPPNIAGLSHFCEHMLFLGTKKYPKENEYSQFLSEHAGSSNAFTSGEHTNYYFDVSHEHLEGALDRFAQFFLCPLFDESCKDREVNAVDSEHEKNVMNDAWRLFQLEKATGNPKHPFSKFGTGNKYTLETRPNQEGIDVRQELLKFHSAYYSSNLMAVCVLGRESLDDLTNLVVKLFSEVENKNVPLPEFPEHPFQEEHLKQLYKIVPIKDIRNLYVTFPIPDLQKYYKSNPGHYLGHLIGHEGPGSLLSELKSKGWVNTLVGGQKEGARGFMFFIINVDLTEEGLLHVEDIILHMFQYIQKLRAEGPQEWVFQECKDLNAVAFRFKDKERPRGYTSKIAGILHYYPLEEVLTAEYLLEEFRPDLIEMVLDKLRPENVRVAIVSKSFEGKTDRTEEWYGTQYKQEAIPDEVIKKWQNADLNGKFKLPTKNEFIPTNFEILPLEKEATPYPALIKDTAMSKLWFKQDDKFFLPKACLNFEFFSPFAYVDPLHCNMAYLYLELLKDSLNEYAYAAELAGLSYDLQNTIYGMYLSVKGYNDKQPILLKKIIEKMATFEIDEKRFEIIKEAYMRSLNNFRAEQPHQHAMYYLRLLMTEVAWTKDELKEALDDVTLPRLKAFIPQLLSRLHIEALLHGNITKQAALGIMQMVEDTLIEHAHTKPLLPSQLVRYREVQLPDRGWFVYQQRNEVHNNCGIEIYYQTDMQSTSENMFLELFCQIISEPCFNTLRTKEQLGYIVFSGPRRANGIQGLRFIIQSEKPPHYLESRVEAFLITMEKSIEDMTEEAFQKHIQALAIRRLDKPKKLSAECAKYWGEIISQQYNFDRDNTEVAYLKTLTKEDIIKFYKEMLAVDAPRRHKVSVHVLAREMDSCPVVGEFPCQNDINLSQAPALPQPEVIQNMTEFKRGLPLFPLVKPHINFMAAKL
FID counter = fluorescent intercalator displacement, NS3 helicase counter-screen | DNA fluorescent intercalator displacement, fluorescence | inhibition, % at 7.9 µM | hit rate 0.17% among 290,000 | AID 1845; in the data active = inhibition above about 37%;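 also: 0% = vehicle and 100% = reference compound; higher means more ethidium bromide displaced from hairpin DNA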
VIM-2 inhibitor = inhibitors of Pseudomonas aeruginosa VIM-2 metallo-beta-lactamase. purified VIM-2, nitrocefin hydrolysis, epi-absorbance fluorescence. inhibition, % at 5.6 µM. hit rate 0.89% among 290,000;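 active = inhibition above the mean of all tested compounds plus 3 SD, cutoff set per screening run, cut at about 7.5% in these data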;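 also: red hydrolysis product quenches plate fluorescence so inhibitors raise well fluorescence; 0% = enzyme with DMSO and 100% = DMSO without enzyme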
PHOSPHO1 block = inhibitors of human PHOSPHO1 phosphatase. Q8TCT1. recombinant PHOSPHO1, absorbance phosphatase assay. hit rate 1.1% among 290,000. inhibition, % at 13.3 µM; in the data active = inhibition above about 60%
pCIP destab = lowers stability of the mouse p/CIP coactivator protein; Q05BA5; F442A p/CIP-EGFP cells, EGFP fluorescence, 16 h; decrease of EGFP signal, % at 10 µM; hit rate 0.01% among 290,000; AID 1984;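 active = EGFP signal decrease of at least 30% at 10 µM or well 3 SD below plate mean, unless failing retest; inactive = the rest, including hits failing retest or dose response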; also: some compounds called inactive have numbers as strong as hits; many of its hits are not listed in these tables
NS3 helicase inh = HCV NS3 helicase inhibition; NS3 helicase DNA unwinding, Cy5 molecular beacon fluorescence; inhibition, % at 10.9 µM; AID 1800; hit rate 0.56% among 290,000;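 active = inhibition above the mean of all tested compounds plus 3 SD, set per campaign, cut at about 35% in these data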;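 also: 0% = DMSO wells and 100% = thioflavine S control wells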
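System: NS3 helicase fragment of HCV / Schedule: 1 h at 25 °C / Control set: DMSO alone as 0% and 110 µM thioflavine S as 100% / Reagent: Cy5/quencher beacon DNA duplex and ATP to start / Technique: Cy5 fluorescence / Replication: singlicate / Evaluation: % inhibition of end-to-start signal ratio versus controls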
The depositor's hits bear a star; nt = no result given; [ ] = another dose, or the depositor's remark. An excerpt; count on the stated rates, not on these rows.

SMILES | MEKK3 PB1 HTS | IMP-1 inhibitor | SUMO HTRF inh | IDE cell activ | FID counter | VIM-2 inhibitor | PHOSPHO1 block | pCIP destab | NS3 helicase inh
Cc1cccc(NC(=O)CC2NCCNC2=O)c1 (configuration not stated) | 107.0 | -3.0 | -7.0 | 0.7 | -18.1 | -3.4 | 4.1 | -5.4 | 17.9
Cc1ccc(S(=O)(=O)N2CCN(C(=O)CN3CCN(C)CC3)C2)cc1 | 93.0 | -2.7 | 16.8 | 4.6 | 6.9 | -1.2 | 41.9 | -11.6 | -7.3
O=C(N/N=C/c1cccc(OCc2ccccc2)c1)c1ccc(Br)o1 | 106.0 | -1.7 | 4.8 | -5.7 | -27.3 | -2.1 | 41.4 | 0.2 | -1.8
Cc1cc(NC(=O)NC(=O)c2cccc(OC(F)(F)C(F)F)c2)n[nH]1 | 92.0 | -2.6 | 14.7 | 1.2 | -8.4 | -0.9 | -11.3 | 13.7 | -2.1
CC(C)(C)NS(=O)(=O)c1ccc(NS(=O)(=O)Cc2ccccc2)cc1 | 102.0 | -3.3 | -1.3 | -3.4 | -11.0 | 0.7 | 2.6 | 2.3 | -4.8
CC(=O)Nc1ccccc1C(=O)C(=O)NCCc1ccccc1 | 76.0 | 2.2 | -0.7 | 1.4 | -0.6 | 0.9 | -6.8 | 0.0 | -1.7
CCOC(=O)c1ccc(NC(=S)NNC(=O)c2cc(-c3cccnc3)nc3ccccc23)cc1 | 102.0 | -0.7 | -82.4 | -5.1 | -50.6 | -3.1 | -126.7 | 6.2 | -11.3
Cc1ccc(-c2noc(-c3cc(C(C)(C)C)nn3Cc3ccccc3)n2)cc1 | 94.0 | -2.1 | -8.6 | nt | -0.4 | -1.3 | -6.3 | -0.5 | 1.1
Cc1nnc(SCC(=O)N2CCCc3ccccc32)[nH]c1=O | 105.0 | -2.3 | 11.0 | 7.3 | -0.5 | -4.6 | 27.8 | -2.9 | -5.4
N#Cc1ccc(CSc2nnc(-c3ccncc3)n2CCc2ccccc2)cc1 | 103.0 | -3.5 | 13.3 | 1.4 | -21.2 | -0.9 | -41.8 | -7.2 | -0.1
CCN1C(=O)/C(=C\c2ccc3c(c2)OCO3)C(C(=O)OC)=C1C | 104.0 | -0.1 | 8.1 | 2.6 | -0.7 | 0.8 | 7.8 | -4.7 | 2.1
Cc1cccc(C)c1N1C(=O)CCC(C)(C)C1=O | 103.0 | -0.3 | 0.3 | 2.1 | 0.3 | -0.6 | 18.7 | 8.5 | 14.5
CCC(=O)Nc1sc(C(=O)Nc2ccccc2OC)c(C)c1C(=O)OC | 96.0 | -3.0 | 21.8 | 5.6 | 4.3 | -3.9 | 5.8 | 1.3 | 8.2
O=C(Cc1ccccc1)Nc1ccc(NC(=S)NC(=O)c2ccccc2)cc1 | 96.0 | -1.2 | 7.0 | 2.8 | -16.0 | -1.1 | 33.4 | -1.4 | -1.7
Cc1nnc(N(C)C(=O)c2cnccn2)s1 | 100.0 | -1.6 | 0.8 | 3.3 | 13.1 | -3.4 | 3.5 | 2.0 | -3.0
CN(CC(=O)OCC(=O)NC(=O)c1cccn1C)S(=O)(=O)c1ccc(Cl)cc1 | 98.0 | -2.6 | 18.9 | 4.6 | -6.8 | -3.3 | -1.3 | -13.4 | -2.8
Cc1ccc(NC(=O)CNC(=O)c2ccc(C)o2)cc1 | 29.0*[inhibitor] | 1.0 | 7.1 | -1.4 | -0.8 | 1.9 | -17.8 | -0.2 | -0.1
CCNS(=O)(=O)c1ccc(NC(=O)Cc2ccc(F)cc2)cc1 | 108.0 | -0.2 | 1.5 | 0.3 | -0.9 | 0.6 | 16.6 | -3.1 | -5.0
COc1ccc([N+](=O)[O-])cc1CSc1nnc(NC(C)=O)s1 | 105.0 | -1.8 | 2.3 | 1.7 | -0.3 | -1.6 | -5.3 | 5.7 | 5.9
O=C(CCCOc1ccc(Cl)cc1)N1CCOCC1 | 102.0 | -0.9 | 0.0 | 2.8 | -2.5 | 0.4 | -13.6 | -3.1 | 1.0
COc1ccc(OCCNc2cc(Cl)ccc2[N+](=O)[O-])cc1 | 107.0 | 0.9 | -4.9 | -0.9 | -3.1 | 4.2 | -20.7 | -1.2 | -6.9
O=C(NCC(c1cccs1)N1CCOCC1)C1CCN(S(=O)(=O)c2ccccc2C(F)(F)F)CC1 (configuration not stated) | 101.0 | -1.6 | -2.2 | 6.2 | -45.5 | -1.4 | 38.1 | 6.6 | -3.4
Cc1ccc(NCC(=O)N/N=C/c2ccncc2)cc1 | 137.0* | -3.0 | 19.8 | 6.7 | -6.5 | -3.3 | 28.7 | -1.5 | 10.8
Cc1ccc(NC(=O)C2CCCN2S(=O)(=O)c2cccc3cccnc23)cc1F (configuration not stated) | 116.0 | -2.7 | 8.9 | 5.2 | -19.8 | 1.6 | 7.7 | -8.3 | -7.8
COCCN(CCOC)S(=O)(=O)c1ccc(/C(O)=C(\C#N)c2nc3ccccc3[nH]2)cc1 | 96.0 | 0.3 | 2.3 | 3.9 | -23.1 | -0.4 | 42.4 | -8.6 | -8.3
O=C(CCCn1c(=O)[nH]c2ccsc2c1=O)N1CCN(Cc2ccc3c(c2)OCO3)CC1 | 102.0 | 1.1 | 6.5 | 0.1 | -0.9 | 2.2 | -5.8 | -3.5 | 1.8
COc1ccc(CCN2CCCC(CN(C)Cc3cc(OC)c(OC)c(OC)c3)C2)cc1 (configuration not stated) | 103.0 | -2.8 | 7.5 | -3.2 | 19.5 | -2.4 | 49.6 | 3.7 | -12.6
COc1ccc(N2CCN(C(=O)c3ccc(NS(=O)(=O)c4cccc(F)c4)cc3)CC2)cc1 | 110.0 | -3.2 | 21.8 | -4.3 | -35.0 | -0.7 | 5.0 | -12.1 | -7.6
Cc1ccc(C)c(NS(=O)(=O)c2cc3c4c(c2)CC(=O)N4CCC3)c1 | 97.0 | -4.4 | nt | 3.6 | -25.1 | -1.6 | 41.2 | -18.9 | -1.1
COc1ccc(N(CC(=O)NC2CCCCC2)C(=O)c2ccc(C)s2)cc1OC | 98.0 | -0.6 | 3.3 | 3.9 | -27.7 | -2.4 | 35.9 | -18.1 | -3.1
O=C(Nc1cc(=O)[nH]c2ncnn12)c1ccco1 | 126.0 | -3.0 | -0.7 | 5.4 | -5.1 | -1.4 | 31.6 | -15.9 | 14.5
Cc1ccc(-c2nnc(C)c(N3CCOCC3)n2)cc1 | 89.0 | 2.1 | 11.9 | 0.6 | -11.4 | -0.6 | -9.7 | -8.3 | 0.0
Nc1nonc1OCCN1CCN(c2ccc([N+](=O)[O-])c3cccnc23)CC1 | 101.0 | -2.8 | 35.3 | nt | -10.5 | -1.9 | 31.6 | -3.9 | 5.6
CCN(CC)c1ccc([C@H]2[C@@H]3CCCC[C@]3(O)CCN2CC(=O)NCc2ccco2)cc1 | 92.0 | -1.6 | 14.2 | 3.9 | 4.4 | -1.6 | 57.6 | -6.2 | -8.5
CSCCCN1CCC(n2nccc2NC(=O)CCCc2ccccc2)CC1 | 101.0 | -0.5 | 4.3 | 0.4 | 11.9 | 0.4 | 17.6 | -3.8 | -6.9
CCCNC(=O)NC(=O)CSc1nc2cc(C(=O)OC)ccc2c(=O)n1-c1ccccc1 | 101.0 | -2.5 | 9.3 | -0.3 | -5.6 | -5.2 | 0.2 | -10.3 | -2.4
Cc1ccc(C(=O)NC(=S)NCC(=O)c2ccccc2)cc1 | 108.0 | -0.6 | 20.6 | 5.0 | -2.5 | 0.1 | 39.8 | -0.8 | 8.8
CNC(=O)COc1ccc(Nc2nnc(-c3ccc(C)c(S(N)(=O)=O)c3)c3ccccc23)cc1 | 94.0 | -0.7 | 8.6 | 1.0 | -23.8 | -1.0 | 37.3 | -1.7 | 2.6
COC(=O)c1nn(-c2c(C)n(C)n(-c3ccccc3)c2=O)cc1O | 103.0 | -4.0 | 21.3 | 0.2 | -0.3 | -0.8 | -15.4 | -4.9 | 0.0
COc1ccc(CN(Cc2cccnc2)S(=O)(=O)c2ccc(-n3cnnn3)c(OC)c2)cc1 | 104.0 | -3.4 | -5.6 | 1.8 | -47.2 | -0.8 | 19.0 | -5.9 | -10.6
Cc1sc(NC(=O)CSc2nnc(C)c(=O)[nH]2)c(C#N)c1C | 95.0 | 3.9 | 10.6 | 1.8 | -3.0 | 0.3 | 33.0 | 5.1 | 5.9
CC(=O)Nc1ccc(C(=O)OCc2ccc(Br)cc2)cc1 | 103.0 | -2.4 | -20.9 | 5.6 | -8.9 | 0.0 | -2.0 | -1.6 | -14.7
O=S(=O)(Nc1ccc(Cl)cn1)c1ccccc1 | 103.0 | -2.2 | -1.7 | 6.0 | 9.8 | 1.6 | 5.8 | -3.5 | -4.0
COC(=O)c1ccccc1NC(=O)NCc1ccncc1 | 103.0 | -1.0 | 0.4 | 4.9 | -4.0 | -0.8 | 19.2 | 15.0 | -5.4
COc1ccc(OCCSc2nc(C)c(Cc3ccccc3)c(=O)[nH]2)cc1 | 102.0 | -2.2 | 14.4 | -2.0 | -1.7 | -0.3 | -35.2 | -0.2 | -8.2
O=c1[nH]c(O)c(/C=C2\C=Nc3ccc(Br)cc32)[nH]1 | 107.0 | -1.3 | -0.6 | 2.9 | 13.8 | 1.1 | -0.8 | -4.6 | -3.9
Cc1occc1-c1n[nH]c(=S)n1C | 96.0 | -4.1 | 13.4 | -1.6 | 2.3 | 1.7 | -96.0 | 2.5 | -2.2
Cc1cc2c(cc1S(=O)(=O)CCC(=O)Nc1cccc(C(F)(F)F)c1)OCC(=O)N2 | 100.0 | -1.6 | 1.4 | 8.8 | -2.0 | -0.7 | 43.7 | 0.5 | 0.0
CC(=O)OCC(=O)[C@@]1(OC(C)=O)[C@@H](C)C[C@H]2[C@@H]3C[C@H](F)C4=CC(=O)C=C[C@]4(C)[C@@]3(F)[C@@H](O)C[C@@]21C | 92.0 | -1.6 | -14.6 | -2.3 | -41.1 | -4.8 | 6.0 | 1.4 | -8.4
CCSc1nnc(NC(=O)Cn2cnc3ccccc3c2=O)s1 | 75.0 | -2.6 | 27.6 | 1.4 | -0.2 | -0.4 | 42.1 | -6.7 | -3.8

Nothing new here: entries from further up.
SMILES | MEKK3 PB1 HTS | IMP-1 inhibitor | SUMO HTRF inh | IDE cell activ | FID counter | VIM-2 inhibitor | PHOSPHO1 block | pCIP destab | NS3 helicase inh
Cc1occc1-c1n[nH]c(=S)n1C | 96.0 | -4.1 | 13.4 | -1.6 | 2.3 | 1.7 | -96.0 | 2.5 | -2.2
Cc1cc2c(cc1S(=O)(=O)CCC(=O)Nc1cccc(C(F)(F)F)c1)OCC(=O)N2 | 100.0 | -1.6 | 1.4 | 8.8 | -2.0 | -0.7 | 43.7 | 0.5 | 0.0
CC(=O)OCC(=O)[C@@]1(OC(C)=O)[C@@H](C)C[C@H]2[C@@H]3C[C@H](F)C4=CC(=O)C=C[C@]4(C)[C@@]3(F)[C@@H](O)C[C@@]21C | 92.0 | -1.6 | -14.6 | -2.3 | -41.1 | -4.8 | 6.0 | 1.4 | -8.4
CCSc1nnc(NC(=O)Cn2cnc3ccccc3c2=O)s1 | 75.0 | -2.6 | 27.6 | 1.4 | -0.2 | -0.4 | 42.1 | -6.7 | -3.8
